POLK inh: blocks human DNA polymerase kappa activity; Potency, µM (series often up to 107 µM), for inactives: top-dose activity, negative = inhibition, most hits filed as inhibitors; actives 0.53% (n = 400,000); purified Pol kappa, fluorescent DNA synthesis assay, 10 min; AID 588579; note: potency is the fitted concentration of half-maximal effect; % is set by controls: 0 for no effect and ±100 for the full control effect
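Inhibition of 10 nM Pol kappa is measured by a fluorescent read-out at 0 and 10 min following addition of 50 nM substrate (final), with a 15-min room-temperature compound preincubation.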
12-LOX inh: blocks human arachidonate 12S-lipoxygenase. Potency, µM (doses to about 108 µM), for inactives: at the highest dose activity change, negative = inhibition, most hits filed as inhibitors. AID 1671190. P18054. purified 12hLO, xylenol orange hydroperoxide absorbance. actives 1.1% (n = 580,000); note: potency is the fitted concentration of half-maximal effect; % is set by controls: 0 for no effect and ±100 for the full control effect
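Purified human 12hLO (150 nM final) in 25 mM Hepes, 0.01% Triton X-100, pH 7.0 was preincubated 15 min at room temperature with compound. Then 40 uM arachidonic acid was added, 30 min. Hydroperoxide was read by Fe-XO absorbance ratio 573/405 nm.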
POLB inh: inhibitors of human DNA polymerase beta. P06746. AID 485314. actives 1.3% (n = 340,000). Potency, µM (top dose mostly 114 µM), for inactives: top-dose activity change, negative = inhibition, most hits filed as inhibitors. Pol beta primer extension/strand displacement, fluorescence kinetic; note: potency is the fitted concentration of half-maximal effect; % is set by controls: 0 for no effect and ±100 for the full control effect
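Reaction started by 50 nM substrate onto compound-treated Pol beta (10 nM, 15 min preincubation, room temperature); plates read at 0 min and 10 min. Normalized concentration-effect data fitted by four-parameter Hill equation.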
ERG Ets-DNA blk: blocks human ERG Ets domain binding to DNA | actives 0.028% (n = 370,000) | Potency, µM (doses to about 76.9 µM), for the others: at the top dose FP activity, negative = inhibition, actives largely listed as inhibitors | fluorescence polarization, His-ERG Ets domain / labelled DNA | P11308; active = well fitted inhibition curve with a large enough effect in the polarisation, with a control signal flat; inconclusive = small, poorly fitted or top-dose-only effect, or effect the other way, or a change in a side signal; inactive = no such curve, though single readings can be large or run the other way; the % refers to the polarisation;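 note: polarization taken with two DNA probes labelled with fluorescein and Texas red; potency is the fitted concentration of half-maximal effect; % of control where 0% means no effect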
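His-tagged ERG Ets domain (1 uM in the protein solution; 300mM KCl, 50mM Tris-HCl, 1mM EDTA, 1mM DTT, pH 7.5) received compound, then a probe mix of 5 nM fluorescein-DNA and 100nM Texas-615-DNA. Fluorescence polarization was read for both dyes.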
Anesthetic bind: binds horse apoferritin like a general anesthetic. P02791. apoferritin/1-aminoanthracene competitive binding, fluorescence. Potency, µM (top dose mostly 77.5 µM), without a hit: at the highest dose activity change, negative = displacement, hits mostly inhibitors. actives 0.074% (n = 350,000); note: potency is the fitted concentration of half-maximal effect; % is set by controls: 0 for no effect and ±100 for the full control effect; nearly all actives have a fitted effect of over 20% in size
Target sequence (P02791 2-175 limits assumed): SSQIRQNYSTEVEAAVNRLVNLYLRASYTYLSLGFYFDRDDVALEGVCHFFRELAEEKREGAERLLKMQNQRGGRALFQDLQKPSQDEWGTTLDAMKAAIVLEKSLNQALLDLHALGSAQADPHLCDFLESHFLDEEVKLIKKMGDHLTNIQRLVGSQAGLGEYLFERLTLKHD
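Apoferritin-based anesthetic binding model; compound displacement of fluorescent 1-AMA measured as endpoint fluorescence after 10 minutes at room temperature, scaled to free-ligand and complex controls.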
Pol iota inh: DNA polymerase iota (human) inhibition. AID 588590. Q9UNA4. Pol iota fluorescent replication assay, 10 min. actives 1% (n = 390,000). Potency, µM (series often up to 115 µM), without a hit: at the top dose activity, negative = inhibition, hits mostly inhibitors; note: potency is the fitted concentration of half-maximal effect
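Fluorescent replication assay read twice, at 0 min and 10 min after adding 50 nM (final) substrate. Enzyme (10 nM) and compounds were first incubated 15 min at room temperature; enzyme-free buffer wells were negative controls.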
APE1 inh: inhibitors of human APE1 endonuclease; AID 2517; Potency, µM (doses to about 65.8 µM), inactives show top-dose activity change, negative = inhibition, hits mostly inhibitors; actives 0.35% (n = 350,000); P27695; recombinant APE1, TAMRA/BHQ-2 abasic DNA cleavage fluorescence;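 note: potency is the fitted concentration of half-maximal effect; plate controls were vehicle for no effect and reference inhibitor for full effect; nearly all actives have a fitted effect of over 55% in size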
Target sequence (P27695 whole entry, looked up): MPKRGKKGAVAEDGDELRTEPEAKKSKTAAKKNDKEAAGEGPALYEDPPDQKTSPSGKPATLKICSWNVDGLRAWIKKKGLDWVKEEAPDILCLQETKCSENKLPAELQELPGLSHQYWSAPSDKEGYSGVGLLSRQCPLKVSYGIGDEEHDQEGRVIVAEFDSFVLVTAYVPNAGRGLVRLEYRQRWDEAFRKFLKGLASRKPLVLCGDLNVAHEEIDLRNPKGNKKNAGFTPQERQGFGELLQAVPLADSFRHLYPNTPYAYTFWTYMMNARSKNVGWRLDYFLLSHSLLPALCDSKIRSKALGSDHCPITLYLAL
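Quantitative HTS: incision of a TAMRA/BHQ-2 double-stranded substrate bearing a tetrahydrofuran abasic site by 0.75 nM APE1 raises fluorescence. Substrate 50 nM final, added after 15 min compound preincubation at room temperature; progress as third-minus-first kinetic read difference.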
BLM inh: blocks DNA unwinding by human BLM helicase | actives 0.2% (n = 350,000) | Potency, µM (titrated, usually from 56.1 µM), without a hit: top-dose activity change, negative = inhibition, actives largely listed as inhibitors | recombinant BLM DNA unwinding, fluorescence dequenching | AID 2528 | P54132;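 note: potency is the fitted concentration of half-maximal effect; plate controls were vehicle for no effect and no enzyme for full effect; nearly all actives have a fitted effect of over 35% in size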
TRHR agonist: agonists of human TRH receptor | P34981 | TRHR cells, calcium flux fluo-8, FDSS agonist mode | activation, % at 2 µM | AID 493084 | actives 0.18% (n = 360,000); in the data active = activation above about 30%; note: 0% is about no effect
Target sequence (P34981 whole entry, looked up): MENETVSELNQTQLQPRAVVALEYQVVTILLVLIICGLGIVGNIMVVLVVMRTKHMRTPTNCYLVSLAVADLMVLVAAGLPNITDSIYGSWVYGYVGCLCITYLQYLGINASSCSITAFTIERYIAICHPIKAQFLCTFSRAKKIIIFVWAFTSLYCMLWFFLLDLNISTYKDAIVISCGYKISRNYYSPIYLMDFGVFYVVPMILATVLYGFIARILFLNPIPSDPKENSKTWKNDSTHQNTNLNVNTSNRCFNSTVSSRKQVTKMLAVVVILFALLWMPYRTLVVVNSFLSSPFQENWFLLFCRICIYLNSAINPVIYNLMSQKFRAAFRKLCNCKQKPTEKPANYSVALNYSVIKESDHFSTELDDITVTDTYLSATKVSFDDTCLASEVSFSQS
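In this calcium-flux screen, cells bearing human TRHR are dye-loaded with fluo-8, baselined for 10 cycles, then exposed to library compounds; positive kinetic calcium responses during the agonist phase mark hits, with TRH as control.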
Numbers without * were called inactive; u = inconclusive; x = not tested or not shown; & = joins results of further samples; [ ] = remark or other dose. Unless noted, calls come from the whole dose curve; as a rule, active = well fitted curve in the direction sought with a large enough effect; inconclusive = small, poorly fitted or top-dose-only effect, or another doubt; inactive = no such curve, though single readings can be large; an effect the other way counts as inactive or inconclusive. Not all compounds are listed; count on the stated rates, not on these rows.

Value order: POLK inh	12-LOX inh	POLB inh	ERG Ets-DNA blk	Anesthetic bind	Pol iota inh	APE1 inh	BLM inh	TRHR agonist
> O=C(COc1cccnc1[N+](=O)[O-])N1CCc2ccccc2C1
→ 0%	0%	2%	-2%	-14%	33%	0%	-5%	0.4
> C=C(CO)C1Cc2cc(C(C)=O)ccc2O1 (stereo not drawn)
→ u	15%	u	11%	-9%	u	20µM*	-7%	-0.3
> COc1ccc(/C=C/C(=O)N2CCCC2)cc1OC
→ -17%	0%	2%	0%	3%	u	-1%	2%	0.1
> CCCCOc1ccc(OC(=O)c2sc3ncn(Cc4cccc(F)c4)c(=O)c3c2C)cc1
→ -7%[60.1 µM]	-18%	0%	1%	-4%	8%	x	-2%	0.4
> CC1CCN(C(=O)CN(CCc2ccccc2)S(C)(=O)=O)CC1
→ -3%	1%	31%	4%	-8%	32%[activator]	-3%	-4%	0.5
> Cc1cnc(C(=O)OCC(=O)Nc2cccc(Cl)c2)cn1
→ -7%	-5%	14%	x	-8%	8%	0%	4%	1.1
> COc1ccc(C2C=C(C34CC5CC(CC(C5)C3)C4)NC(=S)N2)cc1 (stereo not drawn)
→ -3%[60.1 µM]	u	-9%	-4%	0%	23%	-3%	-7%	-0.4
> C=C/C(C)=C/[C@@]1(C)SC(=O)C(C)=C1O
→ x	4%	25µM*	x	x	u	3.2µM*	x	x
> c1ccc(C2(CN3CCNC[C@H]3Cc3cccc4ccccc34)CC2)cc1
→ 6%	-21%	x	5%	x	-20%	-15%	x	0.1
> COc1ccccc1NC(=S)NCc1cccnc1
→ -5%	u	4%	-13%	40%[activator]	12%	-1%	0%	-0.6
> c1ccc(N2CCN(Cc3cnc(N4CCOCC4)s3)CC2)cc1
→ -2%	-15%	4%	7%	-3%	46%[activator]	-3%	-4%	0.5
> CC(C)NC(=O)c1n[nH]c(=O)c2ccccc12
→ -19%	-9%	51%	-1%	-4%	7%	-5%	1%	0.6
> O=C(/C=C/c1cccc(Cl)c1)Nc1ncccn1
→ -9%	10%	6%	-3%	-5%	4%	4%	4%	0.0
> O=C(CSc1nc2c(cnn2-c2ccccc2)c(=O)[nH]1)N1CCOCC1
→ -3%	-31%	5%	-5%	-4%	u	2%	1%	x
> CC(=O)c1ccc(N2CCN(C(=S)Nc3ccccc3C(F)(F)F)CC2)cc1
→ -19%	169%[activator]	7%	1%	u	118%[activator]	11%	1%	1.0
> COc1ccc2sc(-c3ccc(SC)cc3)c(/C=C/c3ccc(OC)c(OC)c3)c2c1
→ -2%	-25%	x	8%	x	-2%	13%	x	x
> COC(=O)c1cc(C(=O)OC)cc(N2C(=O)CC(Sc3nc(C)cc(C)n3)C2=O)c1 (stereo not drawn)
→ -3%	-6%	8%	-10%	9%	-8%	3%	-12%	-0.1
> CN(C)CCCn1c(SCC(=O)N2c3ccccc3Sc3ccccc32)nc2ccccc2c1=O
→ -7%	-25%	-4%[57.1 µM]	-2%	-18%	-7%	-2%	45%[activator]	0.9
> COc1ccccc1CCNC(=O)C(=O)NCC(c1cccs1)S(=O)(=O)c1cccs1 (stereo not drawn)
→ -15%[60.1 µM]	-29%	15%	-3%	-6%	-7%	x	-8%	0.1
> CCNc1nc(NCC)nc(N/N=C(\C)c2ccc(OC)cc2)n1
→ -11%	27%	4%	-5%	-6%	2%	2%	2%	0.3
> O=C(Cc1cccs1)NCc1cccc(Br)c1
→ -4%	0%	10%	7%	3%	-23%	8%	-2%	-1.2
> O=C1C=CC(=O)C2=C1C1c3ccccc3C2c2ccccc21
→ x	u	x	x	-16%	x	-5%	-10%	x
> CCc1ccc(NC(=O)CN2C(=O)c3ccccc3Sc3ccc(C(=O)N4CCCC4)cc32)cc1
→ -13%[60.1 µM]	u	u	-1%	-1%	u	x	-7%	-0.8
> Cc1[nH][nH]c(=O)c1C(c1ccc(-c2ccc(C(=O)O)cc2)o1)c1c(C)[nH][nH]c1=O
→ -34%	-15%	25µM*	-3%	0%	4.5µM*	u	-4%	0.0
> COc1ccc(C(=O)N/C(=C\c2ccco2)C(=O)NCCCn2ccnc2)cc1
→ -6%	-17%	35%	-10%	-9%	13%	6%	1%	0.8
> CCOc1ccc(/C=C/c2nc(C#N)c(N3CCC(C)CC3)o2)cc1
→ -4%	u	10%	1%	600%[activator]	17%	x	-3%	0.2
> Nc1nc(CN2CCN(c3ccc(F)cc3)CC2)nc(N2CCCc3ccccc32)n1
→ -11%	u	1%	-5%	-23%	-7%	-8%	-4%	0.1
> CCc1[nH]nc2c1C(Cc1ccccc1)C(C#N)=C(N)O2 (stereo not drawn)
→ -8%	-13%	0%	-9%	-1%	20%	1%	-1%	0.4
> O=c1c2sccc2nc(SCc2cc(=O)n3cc(Cl)ccc3n2)n1Cc1ccccn1
→ -3%	-15%	-12%	-2%	-13%	10%	0%	1%	-0.6
> Cc1ccccc1C(=O)NCCc1sc(-c2ccc(Cl)cc2)nc1C
→ 1%[60.1 µM]	-3%	-3%	1%	-5%	-22%	x	-1%	-0.5
> Cc1cc(OCC(=O)OCC(=O)NCCN2C(=O)CSC2=O)ccc1Cl
→ 7%	9%	x	5%	x	10%	-6%	x	1.1
> Cc1cccc(NC(=O)c2nc[nH]c2C(=O)N2CCN(C(=O)OC(C)(C)C)CC2)c1
→ 7%	28%	x	-10%	x	-9%	-10%	x	-0.3
> COc1ccc(CCNS(=O)(=O)c2ccc(N3CCCCS3(=O)=O)cc2)cc1OC
→ -4%[60.1 µM]	-12%	-22%	2%	1%	35%[activator]	x	0%	-0.2
> Fc1ccc(C(c2nnc(-c3ccccc3)o2)N2CCN(c3cccc(Cl)c3)CC2)cc1 (stereo not drawn)
→ 0%	-16%	-28%	2%	-1%	14%	x	-6%	-0.1
> Cc1nn(CC(=O)N2CCOCC2)c(C)c1[N+](=O)[O-]
→ -1%	-6%	15%	0%	-5%	-2%	-12%	0%	1.2
> CC(=O)c1ccc(Sc2ccc(C(C)=O)cc2)cc1
→ -3%	-14%	-9%	-6%	u	10%	2%	-6%	-0.4
> Cc1c(NC(=O)CSc2nnc(-c3ccco3)n2-c2ccccc2)c(=O)n(-c2ccccc2)n1C
→ 8%	295%[activator]	4%	-4%	-10%	7%	-2%	-1%	0.1
> CCc1ccc(Cn2nnc(C(=O)Nc3ccc(OC)cc3OC)c2N)cc1
→ 0%	423%[activator]	4%	11%	-7%	3%	3%	0%	5.2
> Cc1csc(=O)n1CCC(=O)OCC(=O)NNC(=O)c1ccc(Br)cc1
→ 1%	15%	x	x	x	27%	4%	x	0.5
> CC(=O)c1nnn(-c2ccc(F)cc2F)c1C
→ -1%	0%	23%	5%	6%	33%[activator]	u	-1%	-0.8
> CC(=O)NC(C)C12CC3CC(CC(C(=O)O)(C3)C1)C2 (stereo not drawn)
→ -24%	0%	-21%	-2%	-13%	7%	-2%	1%	0.5
> O=C(NCC(=O)N(c1ccccc1)C(C(=O)NCC1CCCO1)c1ccccc1)c1cccs1 (stereo not drawn)
→ -10%	-8%	57%	-5%	-1%	13%	-8%[12.4 µM]	0%	-0.5
> C/C(=N\OCC(=O)OCC(=O)NC(=O)c1ccccc1)c1ccc2c(c1)OCO2
→ -8%	-7%	x	12%	x	0%	11%	x	0.7
> CCN1CCCC1CN(Cc1cc2ccc(C)cc2[nH]c1=O)C(=S)Nc1ccc(OC)cc1OC (stereo not drawn)
→ -10%	-2%	5%	8%	-17%	124%[activator]	-3%	1%	0.6
> Clc1ccc(Cn2cc(/C=N/n3cnnc3)c3ccccc32)c(Cl)c1
→ -16%	0%	-18%	0%	-11%	6%	3%	-8%	-0.6
> COC(=O)c1cccc(-c2noc(-c3ccccc3F)n2)c1
→ 13%	-6%	x	x	x	18%	-9%&31%	x	0.1
> COc1cc(C(=O)OCCc2c(C)nc3nc[nH]n3c2=O)cc(OC)c1OC
→ -1%	-28%	-19%	-5%	-1%	53%[activator]	-4%	-5%	0.2
> Cc1ccc(NC(=O)CCN2CCN(CCO)CC2)cc1
→ 18%	-2%	x	12%	x	37%[activator]	x	x	x
> CCOc1ccc(CCNC(=O)C2CCCN(c3nnc(C)c4c(C)n(-c5ccccc5)nc34)C2)cc1 (stereo not drawn)
→ 6%	-10%	-4%	1%	-8%	17%	x	0%	-0.2
> Cc1ccc(NC2CCCN(C(=O)CCCN3CCCCC3=O)C2)cc1C (stereo not drawn)
→ -13%	0%	26%	1%	-3%	31%[activator]	4%	-1%	0.3

Additional structures
Value order: POLK inh	12-LOX inh	POLB inh	ERG Ets-DNA blk	Anesthetic bind	Pol iota inh	APE1 inh	BLM inh	TRHR agonist
> Cc1c(CCO)c(=O)n(-c2ccccc2)n1S(=O)(=O)c1ccc([N+](=O)[O-])cc1
→ 6%	u	-5%	4%	1%	51%[activator]	-2%	5%	-0.9
> COc1cc(C(=O)OCC(=O)Nc2ccc(C)cc2)cc(OC)c1OC
→ -21%	7%	-3%	1%	-4%	41%[activator]	10%	-3%	-0.9
> CC(=O)N1c2ccc(S(=O)(=O)N3CCC(C(=O)NCc4ccc(F)cc4)CC3)cc2CC1C (stereo not drawn)
→ 0%	19%	28%	3%	-12%	32%[activator]	2%	-2%	-0.3
> CCCNC(=O)c1onc(CSc2ccc(F)c(F)c2)c1C(=O)NCCC
→ -1%	-2%	x	21%	x	-11%	x	x	x
> COc1ccccc1N1CCN(c2nc3ccccc3nc2C(C#N)C(=O)OC(C)C)CC1 (stereo not drawn)
→ -9%	u	0%	15%	-5%	4%	-1%	-7%	0.5
> CCc1nn(-c2cc(Oc3ccccc3)nc(-c3ccccc3)n2)c(N)c1C#N
→ -10%	-18%	-2%	1%	-8%	4%	2%	-9%	0.2

High-throughput results deposited in PubChem BioAssay by National Center for Advancing Translational Sciences (NCATS).
